L3MBTL1 block – inhibitors of human L3MBTL1. Q9Y468. AlphaScreen L3MBTL1–H3K9me1 peptide binding. Potency, µM (doses to about 57.1 µM), without a hit: top-dose activity, negative = inhibition, actives largely listed as inhibitors. hit rate 0.66% among 230,000. AID 485360; active means well fitted inhibition curve with a large enough effect; inconclusive means small, poorly fitted or top-dose-only effect; inactive means no such curve, though single readings can be large or run the other way; further: nearly all actives have a fitted effect of over 60% in size
Target sequence (Q9Y468 whole entry, looked up): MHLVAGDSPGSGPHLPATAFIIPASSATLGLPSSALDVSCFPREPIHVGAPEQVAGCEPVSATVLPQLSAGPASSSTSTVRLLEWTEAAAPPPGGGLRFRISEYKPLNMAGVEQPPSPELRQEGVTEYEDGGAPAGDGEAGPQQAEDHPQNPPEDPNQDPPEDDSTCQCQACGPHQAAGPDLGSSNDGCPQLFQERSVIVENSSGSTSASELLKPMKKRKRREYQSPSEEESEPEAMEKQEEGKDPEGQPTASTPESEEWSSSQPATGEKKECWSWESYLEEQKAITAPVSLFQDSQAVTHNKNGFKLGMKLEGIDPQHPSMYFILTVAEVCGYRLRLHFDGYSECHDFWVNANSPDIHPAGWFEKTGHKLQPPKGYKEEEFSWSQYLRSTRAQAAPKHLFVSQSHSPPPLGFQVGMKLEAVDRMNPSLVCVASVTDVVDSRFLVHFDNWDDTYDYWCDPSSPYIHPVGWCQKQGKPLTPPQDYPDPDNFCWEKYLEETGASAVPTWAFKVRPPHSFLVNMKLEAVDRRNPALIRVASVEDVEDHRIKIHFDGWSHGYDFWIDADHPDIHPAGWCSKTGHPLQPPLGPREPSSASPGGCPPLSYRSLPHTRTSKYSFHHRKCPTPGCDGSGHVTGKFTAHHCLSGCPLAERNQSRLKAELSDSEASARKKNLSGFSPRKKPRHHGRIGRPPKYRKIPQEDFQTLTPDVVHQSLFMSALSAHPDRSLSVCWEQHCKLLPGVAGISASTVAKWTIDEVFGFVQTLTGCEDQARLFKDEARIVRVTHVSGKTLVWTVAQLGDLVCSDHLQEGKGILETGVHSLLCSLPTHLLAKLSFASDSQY
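AlphaScreen assay: L3MBTL1 (50 nM final) was preincubated 30 min at room temperature with biotinylated H3(1-15)K9me1 peptide (75 nM final), then 30 min with library compounds; streptavidin donor and nickel chelate acceptor beads (10 ug/mL final) added, 30 min dark.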
Starred values were filed as active, the others as inactive; u = inconclusive; [ ] = another dose, or the depositor's remark. On the % scale 0 is the no-effect control and ±100 the full control effect; potency means the concentration at half of the fitted maximal effect. Some of the compounds tested; rates above refer to the full screens.

SMILES	L3MBTL1 block
O=C(Nc1cccnc1)c1cccc(S(=O)(=O)Nc2cccc(Cl)c2)c1	0%
CCCN1C(=O)C(=O)c2cc(C)ccc21	-3%
CCC1Nc2ncnc(N3CCCCC3)c2N(Cc2ccc(Br)cc2)C1=O (centres undefined)	0%
CCc1nnc(NC(=O)c2oc3ccccc3c2COC(C)C)s1	4%
COc1ccccc1C(=O)COC(=O)c1cc([N+](=O)[O-])ccc1N1CCOCC1	-18%
CN(C)c1ccc(C(=O)Nc2cccc(S(=O)(=O)N3CCCC3)c2)cc1	-6%
O=C(COC(=O)c1ccc(Cl)c(S(=O)(=O)N2CCCCC2)c1)NCCc1ccccc1	6%
Cc1ccc(S(=O)(=O)N(C)C)cc1NC(=O)COC(=O)c1ccc2ccccc2n1	3%
CCCCCCSc1ccc([C@@H]2[C@H]3C(=O)N(C)C(=O)[C@H]3[C@]3(C(=O)OC)CCCCN23)cc1OC	-13%
C[C@H](CO)N1C[C@H](C)[C@@H](CN(C)C(=O)Nc2ccc(C(F)(F)F)cc2)Oc2c(NC(=O)Nc3ccccc3)cccc2C1=O	0%
COc1ccccc1NC(=O)Cc1cccc2ccccc12	-6%[2.29 µM]
O=C(OCC(=O)N1CCCc2ccccc21)c1cc(S(=O)(=O)N2CCOCC2)ccc1F	8%
O=C(NCCC1CCCCN1S(=O)(=O)c1ccccc1)C(=O)NCc1ccccc1 (centres undefined)	3%
CNC(=O)c1[nH]cnc1C(=O)Nc1cccc(Cl)c1	-3%
NC(=O)c1ccsc1NC(=O)COC(=O)CNC(=O)c1cccc([N+](=O)[O-])c1	-19%
CC1(COS(N)(=O)=O)CCCCC1	-1%
O=C(CN1C(=O)c2ccccc2S1(=O)=O)NCCc1ccc(F)cc1	-2%
CCCN(CC(=O)Nc1ccccc1OC)C(=O)CSC(=S)N1CCCC1	1%
Cc1ccc(S(=O)(=O)NCC(=O)OCC(=O)N2CC(=O)Nc3ccccc32)cc1	1%
COCC(=O)N(C)C[C@H]1N[C@@](Cc2ccccc2)(C(=O)OC)[C@H]2C(=O)N(Cc3ccccc3)C(=O)[C@@H]12	1%
CCC/C(C#Cc1cc(OC)cc(OC)c1)=C1/c2ccccc2C(=O)N1c1ccccc1	-3%
CCOc1ccccc1NC(=O)c1ccc(C(=O)Nc2ccccc2OCC)nc1	-4%
CCOC(=O)c1ccccc1NC(=O)CSc1nc2[nH]ncc2c(=O)[nH]1	8%
CN(CC(=O)Nc1ccc(Cl)c(C(F)(F)F)c1)CC(=O)NC1CCCCC1	-3%
Cc1noc(C)c1NC(=O)N(C)C[C@H]1Oc2ccc(NC(=O)CCN3CCOCC3)cc2C(=O)N([C@H](C)CO)C[C@@H]1C	3%

Among those listed so far, these contain an NH in an aromatic ring:
SMILES	L3MBTL1 block
CNC(=O)c1[nH]cnc1C(=O)Nc1cccc(Cl)c1	-3%
CCOC(=O)c1ccccc1NC(=O)CSc1nc2[nH]ncc2c(=O)[nH]1	8%

(more compounds)
SMILES	L3MBTL1 block
CC[C@@]12C(=O)N(c3cccc(Br)c3)C(=O)N1[C@H](c1ccc(OC)cc1)[C@@H]1C(=O)N(C(C)(C)C)C(=O)[C@@H]12	-4%
CCc1noc(C)c1C(=O)N1CCN(S(=O)(=O)c2ccc(Br)cc2Cl)CC1	-1%
O=C1N[C@H](Cc2ccccc2)COC(=O)[C@H](Cc2ccc(F)cc2)CC/C=C/C[C@H]1CC(=O)N(CCO)Cc1ccccc1	-2%
C#CCOCCOCCOCCNc1nc(N2CCN(C(=O)Cn3cc(CCCCN)nn3)CC2)nc(N2CCN(C(=O)[C@H]([C@@H](C)CC)n3cc(CCCN=C(N)N)nn3)CC2)n1	6%
CC1CCC2(CC1)NC(=O)N(CC(=O)N1CCN(C(=O)c3cccs3)CC1)C2=O (centres undefined)	-5%
OC(CC#CCN1CCCCC1)(c1ccccc1)c1ccccc1	0%
CC(C)CC1NC(=O)c2ccc(Cl)cc2-n2c1nc1ccc(Cl)cc1c2=O (centres undefined)	4%
CCN(CC(=O)Nc1ccccc1OC)C(=O)CN1C(=O)NC2(CCCC2)C1=O	8%
O=C(Nc1ccc(F)c(F)c1)C1CCCN(S(=O)(=O)c2cnc[nH]2)C1 (centres undefined)	13%
COc1cc(OC)c(C(=O)OCC(=O)NCCC2=CCCCC2)cc1OC	-13%
CCCN(CC(=O)Nc1ccccc1C)C(=O)c1ccc(OCc2c(C)noc2C)cc1	5%
Cc1nnc(NS(=O)(=O)c2ccc(Br)cc2)s1	2%
CC(C(=O)Nc1ccc(C#N)cc1)N(C)CC(=O)N(C)c1c(N)n(Cc2ccccc2)c(=O)[nH]c1=O (centres undefined)	6%
CN(CCOc1ccc(Cl)cc1)C(=O)Cc1ccc(S(=O)(=O)N2CCOCC2)s1	6%
CCCCCN(C(=O)COC(=O)COc1c(C)cc(C)cc1C)c1c(N)n(CCCC)c(=O)[nH]c1=O	5%
COc1ccccc1-n1ccnc(SCC(=O)NCc2ccccc2Cl)c1=O	5%
Cc1ccsc1C(=O)OC(C)C(=O)NC1CCCCC1C (centres undefined)	-5%
CC1CCCC(NC(=O)COC(=O)CCC(=O)c2ccc(F)cc2)C1C (centres undefined)	-3%
Cc1ccc(C(=O)NCCCN2CCOCC2)cc1S(=O)(=O)N1CCCCC1	4%
CC(c1ccccc1)C1CC(=O)N(c2ccccc2)C1=O (centres undefined)	11%
O=C(NCCNc1ccnc2cc(Cl)ccc12)c1ccccc1F	4%
O=C(c1cccc(Br)c1)N1CCCc2ccccc21	6%
O=C(Nc1cnccn1)c1ccc(F)cc1Cl	3%
Cc1cc(C(=O)COC(=O)c2cccc(O)c2)c(C)n1C1CC1	-8%
CCC1(c2ccc(C)cc2)NC(=O)N(C(C)C(=O)Nc2ccc(N3CCOCC3)cc2)C1=O (centres undefined)	-6%

4 entries out of the list above, sorted by the number in L3MBTL1 block, high to low.
SMILES	L3MBTL1 block
CCc1nnc(NC(=O)c2oc3ccccc3c2COC(C)C)s1	4%
O=C(Nc1cnccn1)c1ccc(F)cc1Cl	3%
OC(CC#CCN1CCCCC1)(c1ccccc1)c1ccccc1	0%
CC1CCCC(NC(=O)COC(=O)CCC(=O)c2ccc(F)cc2)C1C (centres undefined)	-3%

Continued:
SMILES	L3MBTL1 block
COc1ccc(Cc2nnc(SC(C)C(=O)Nc3ccc(C(N)=O)cc3)o2)cc1 (centres undefined)	-1%
COC(=O)c1ccccc1N(C)S(=O)(=O)c1cc2c3c(c1)CCC(=O)N3CCC2	-1%
O=C(NCC(F)(F)F)c1ccc(S(=O)(=O)Nc2ccccc2N2CCCC2)cc1	-1%
O=C(COC(=O)c1ccc(Cl)cc1)NC(=O)NC1CCCC1	0%
Cc1ccc(S[C@@H](CCN2CC[C@H](C(C)(C)C)CCC2=O)c2ccccc2)cc1	57%[activator]
CC1CCc2sc3ncnc(N4CCN(C)CC4)c3c2C1 (centres undefined)	9%
COc1ccc(CN2CCN(CCCc3ccccc3)C(CCO)C2)c(OC)c1 (centres undefined)	1%
O=C(O)Cn1nc(-c2ccccc2)ccc1=O	9%
COc1ccc(OCC(=O)NNC(=O)C2CCN(c3ncnc4sc(C)c(C)c34)CC2)cc1	-1%
CCc1ccccc1N(CC(=O)NC(C)C)C(=O)CCC(=O)Nc1nccs1	-4%
CCOC(=O)[C@H]1[C@H]2COc3ccc(Cl)cc3[C@@H]2N2C(=O)c3ccccc3NC(=O)[C@@]12C	0%
CCC1CCC2(CC1)NC(=O)N(CC(=O)Nc1ccc(OC)c(Cl)c1)C2=O (centres undefined)	-3%
CCOC(=O)CNC(=O)N1CCC(CCOc2ccccc2)(C(=O)OCC)CC1	2%[2.29 µM]
Cc1nc(SCC(=O)N2CCN(c3ccccn3)CC2)c(C#N)c(C)c1C	-6%
Cc1ccc(-c2noc(CCC(=O)NCc3ccccc3CN3CCOCC3)n2)cc1	-1%
Cc1c(Cl)cccc1NC(=O)CS(=O)(=O)c1ccccc1	-3%
CCN(C(=O)COC(=O)CNC(=O)c1sc2ccccc2c1Cl)C1CCCCC1	-3%
CC(NC(=O)CN(Cc1ccccc1)S(=O)(=O)c1ccccc1)c1cccnc1 (centres undefined)	6%
COc1ccc(NC(=O)CSc2nc3ccccc3nc2N2CCOCC2)cc1	0%
CN(CCc1ccccc1)C(=O)c1cccc(NC(=O)Cc2cccc([N+](=O)[O-])c2)c1	-7%
Cc1cc(NS(=O)(=O)c2ccc(NC(=O)c3ccc([N+](=O)[O-])s3)cc2)nc(C)n1	4%
Cc1ccc(C)c(NC(=O)CN(C)C(=O)c2cccc(Oc3ccccc3)c2)c1	-8%
O=C(CN1CCCCCC1)Nc1c(Cl)cc(Cl)cc1Cl	-2%
Cc1ccccc1-n1nnnc1SCC(=O)c1c(N)n(C2CC2)c(=O)[nH]c1=O	-4%
O=C1C=C(c2ccc3ncccc3c2)C[C@@H](c2ccc(Cl)cc2)C1	-13%

Next part, overlapping the part above by 2 compounds.
SMILES	L3MBTL1 block
Cc1ccccc1-n1nnnc1SCC(=O)c1c(N)n(C2CC2)c(=O)[nH]c1=O	-4%
O=C1C=C(c2ccc3ncccc3c2)C[C@@H](c2ccc(Cl)cc2)C1	-13%
COc1ccc(NC(=O)c2cc(S(=O)(=O)N3CCCC3)cn2C)cc1Cl	-6%
Cc1oc(-c2ccc(Cl)cc2)nc1CS(=O)CC(=O)NCc1ccc2c(c1)OCO2 (centres undefined)	-5%
Cc1cc(C)c(O)c(NC(=S)NC(=O)Cc2ccccc2)c1	-4%
CCN(C(=O)CSc1nc2ccccc2c(=O)n1-c1ccccc1F)C1CCS(=O)(=O)C1 (centres undefined)	3%
CC1CCc2c(c3ccccc3n2C(=O)CCl)C1 (centres undefined)	-1%[2.29 µM]
Cc1ccc(NS(=O)(=O)c2c(C)nc3sccn3c2=O)cc1	2%
COc1cc(C2NC(=O)c3ccccc3O2)ccc1OC(C)C (centres undefined)	8%
COc1cc(CCC(=O)Nc2ccc(S(=O)(=O)N3CCOCC3)cc2)cc(OC)c1OC	1%
CCN1C(=O)c2ccc(C(=O)Nc3c(C)cc(C)cc3C)cc2C1=O	3%
CSCCC(NC(=O)c1ccc(Cl)cc1Cl)C(=O)NCc1ccncc1 (centres undefined)	-3%
Cc1cc(C)c(OCC(=O)NCC2COc3ccccc3O2)c(C)c1 (centres undefined)	13%
Cc1ccc(C)c(NC(=O)CN(C)C(=O)c2cccc(N3C(=O)CCC3=O)c2)c1	0%
COc1ccc(CCNC(=O)CCCc2ccccc2)cc1	-6%[2.29 µM]
CN(C(=O)CSc1cccc[n+]1[O-])c1ccccc1	8%
CC(C)N1CCN(Cc2ccc(OC3CCCC3)cc2)CC1CCO (centres undefined)	3%
CCc1noc(C)c1C(=O)N1CCCSC1=Nc1ccccc1C(C)C	14%
CC(C)NC(=O)N(C)C[C@H]1Oc2c(NC(=O)C3CCCCC3)cccc2C(=O)N([C@H](C)CO)C[C@@H]1C	-5%
CC(C)(C)c1ccc(OCCC(=O)OCC(=O)Nc2cccnc2Cl)cc1	-2%
OCCC1CN(Cc2cc(F)ccc2F)CCN1CCCc1ccccc1 (centres undefined)	6%
CC1CCCC(NC(=O)COC(=O)c2ccc3ncsc3c2)C1C (centres undefined)	2%
O=C(COC(=O)C1=COCCO1)Nc1c(F)cccc1F	7%
C[C@H](CO)N1C[C@H](C)[C@@H](CN(C)C(=O)Nc2ccccc2)Oc2ccc(NS(=O)(=O)c3cn(C)cn3)cc2C1=O	5%
CCCCN(Cc1nc2ccccc2c(=O)[nH]1)C(=O)COc1ccc(F)cc1Cl	-1%
CCOC(=O)[C@@H]1[C@H]2COc3ccccc3[C@@H]2N2C(=O)N(c3ccc(C(F)(F)F)cc3)C(=O)[C@@]12C	3%
CCc1ccc(NC(=O)C(C)OC(=O)c2ccc(-n3cnnn3)cc2)cc1 (centres undefined)	8%

A stretch taken from the entries so far:
SMILES	L3MBTL1 block
O=C(OCC(=O)N1CCCc2ccccc21)c1cc(S(=O)(=O)N2CCOCC2)ccc1F	8%
O=C(NCCC1CCCCN1S(=O)(=O)c1ccccc1)C(=O)NCc1ccccc1 (centres undefined)	3%

The list goes on:
SMILES	L3MBTL1 block
Cc1ccc(N(C(C)C(=O)N2CCCC2)S(C)(=O)=O)cc1 (centres undefined)	29%
Cc1ccc(OCC(=O)Nc2nc(C)c(Cl)cc2Cl)c([N+](=O)[O-])n1	2%
CCC(=O)c1ccc(OCC(=O)N(CC)CC(=O)Nc2ccccc2OC)cc1	4%
C[C@H](CO)N1C[C@H](C)[C@@H](CN(C)S(=O)(=O)c2ccccc2)Oc2c(NC(=O)c3ccncc3)cccc2C1=O	1%
CCc1ccc(C(=O)NNC(=O)c2cccc(N3C(=O)CCC3=O)c2)cc1	2%
CCN(CC(=O)Nc1ccccc1C(F)(F)F)C(=O)C1CC(=O)N(Cc2ccccc2)C1 (centres undefined)	5%
CCCc1cc(=O)[nH]c2nnc(SCC(=O)NC3CCCC3)n12	4%
Cc1cccc(NC(=O)CNC(=O)C23CC4CC(CC(Cl)(C4)C2)C3)n1	2%
COc1ccc(C(=O)Nc2ncccc2C)cc1S(=O)(=O)N1CCOCC1	-14%
CSc1ccccc1NC(=O)COC(=O)/C=C/c1ccco1	u
N#C/C(=C/c1cccnc1)c1ccccc1	0%[2.29 µM]
Cc1cc(C(=O)CSc2ncnc3ccccc23)c(C)n1C1CC1	-11%
